Source: PubChem BioAssay (several laboratories)
IMP-1 inhibitor: IMP-1 metallo-beta-lactamase inhibitors, primary screen, biochemical, epi-absorbance readout, Pseudomonas aeruginosa enzyme; metallo-beta-lactamase IMP-1 (Pseudomonas aeruginosa); purified IMP-1, nitrocefin hydrolysis, epi-absorbance fluorescence; inhibition, % at 5.6 µM; hit rate 0.45% among 290,000; AID 1556, 2009;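 active = inhibition above the mean plus 3 SD of all compounds in the same screening run, cut at about 4.5% in these data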;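 note: 0% = IMP-1 with DMSO and 100% = DMSO wells lacking enzyme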
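Test system: recombinant IMP-1 enzyme, purified / Medium: HEPES buffer pH 7.1 with ZnSO4 and Brij 35 / Doses: single dose, 5.6 µM / Times: 25 °C, 15 min preincubation, 25 min reaction / Detection: Epi-absorbance via hydrolysed-nitrocefin quenching of white-plate fluorescence, 480/530 nm, EDTA stop / Evaluation: percent inhibition from optical density relative to buffer-blank wells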
VIM-2 inh: VIM-2 metallo-beta-lactamase inhibitors, primary screen, biochemical, epi-absorbance readout, Pseudomonas aeruginosa enzyme; purified VIM-2, nitrocefin hydrolysis, epi-absorbance fluorescence; inhibition, % at 5.6 µM; hit rate 0.89% among 290,000; AID 1527, 2009;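 active = inhibition above the mean of all tested compounds plus 3 SD, cutoff set per screening run, cut at about 7.5% in these data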;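 note: red hydrolysis product quenches plate fluorescence so inhibitors raise well fluorescence; 0% = enzyme with DMSO and 100% = DMSO without enzyme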
NS3 helicase inh: inhibitors of HCV NS3 helicase, primary screen, biochemical, Cy5 molecular beacon fluorescence | Hepatitis C virus NS3 helicase | NS3 helicase DNA unwinding | inhibition, % at 10.9 µM | hit rate 0.56% among 290,000 | AID 1800, 2009;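 active = inhibition above the mean of all tested compounds plus 3 SD, set per campaign, cut at about 35% in these data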;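 note: 0% = DMSO wells and 100% = thioflavine S control wells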
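Assay system – hepatitis C virus NS3 helicase domain fragment enzyme · Buffer or medium – MOPS pH 6.5, MgCl2, DTT, Tween20, BSA · Reagent – Cy5/quencher beacon DNA duplex and ATP to start · Compound – single 10.9 µM dose · Timing – 1 h at 25 °C · Technique – Cy5 beacon fluorescence read at start and 1 h · Measure – % inhibition of unwinding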
PfM18AAP inh: PfM18AAP inhibitors, malaria aminopeptidase, primary screen, biochemical, QFRET, recombinant enzyme | M18 aspartyl aminopeptidase (Plasmodium falciparum 3D7) | H-Glu-NHMec fluorogenic cleavage | inhibition, % at 7.35 µM | hit rate 1.2% among 290,000 | AID 1822, 2009;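 active = inhibition above the campaign mean inhibition over all tested compounds plus 3 SD, cut at about 28% in these data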;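 note: 0% = plate median of test compound wells and 100% = 2 mM ZnCl2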
DNA FID counter: compounds displacing fluorescent DNA intercalator, primary screen, artefact control for HCV NS3 helicase inhibitor project, biochemical, FID fluorescence. AID 1845, 2009. inhibition, % at 7.9 µM. hit rate 0.17% among 290,000. DNA fluorescent intercalator displacement; in the data active = inhibition above about 37%;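 note: 0% = vehicle and 100% = reference compound; higher means more ethidium bromide displaced from hairpin DNA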
p-CIP stab down: p/CIP-EGFP fusion destabilizers, primary screen, fluorescence, F442A cells. 16 h. decrease of EGFP signal, % at 10 µM. hit rate 0.01% among 290,000. AID 1984, 2009;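 active = EGFP signal decrease of at least 30% at 10 µM or well 3 SD below plate mean, unless failing retest; inactive = the rest, including hits failing retest or dose response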; note: some compounds called inactive have numbers as strong as hits; many of its hits are not listed in these tables
IDE act: human IDE activators in live cells, primary screen, fluorescence polarization, HEK cells, FAbeta-B substrate; Insulin-degrading enzyme (Homo sapiens), P14735; FAbeta-B cleavage; 0% vehicle, 100% cell-free pure enzyme wells; activation, % at 5.96 µM; hit rate 0.073% among 340,000;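 active = activation above the mean of all tested compounds plus 3 SD, set per screening campaign, cut at about 17% in these data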
Target sequence (P14735 whole entry, looked up): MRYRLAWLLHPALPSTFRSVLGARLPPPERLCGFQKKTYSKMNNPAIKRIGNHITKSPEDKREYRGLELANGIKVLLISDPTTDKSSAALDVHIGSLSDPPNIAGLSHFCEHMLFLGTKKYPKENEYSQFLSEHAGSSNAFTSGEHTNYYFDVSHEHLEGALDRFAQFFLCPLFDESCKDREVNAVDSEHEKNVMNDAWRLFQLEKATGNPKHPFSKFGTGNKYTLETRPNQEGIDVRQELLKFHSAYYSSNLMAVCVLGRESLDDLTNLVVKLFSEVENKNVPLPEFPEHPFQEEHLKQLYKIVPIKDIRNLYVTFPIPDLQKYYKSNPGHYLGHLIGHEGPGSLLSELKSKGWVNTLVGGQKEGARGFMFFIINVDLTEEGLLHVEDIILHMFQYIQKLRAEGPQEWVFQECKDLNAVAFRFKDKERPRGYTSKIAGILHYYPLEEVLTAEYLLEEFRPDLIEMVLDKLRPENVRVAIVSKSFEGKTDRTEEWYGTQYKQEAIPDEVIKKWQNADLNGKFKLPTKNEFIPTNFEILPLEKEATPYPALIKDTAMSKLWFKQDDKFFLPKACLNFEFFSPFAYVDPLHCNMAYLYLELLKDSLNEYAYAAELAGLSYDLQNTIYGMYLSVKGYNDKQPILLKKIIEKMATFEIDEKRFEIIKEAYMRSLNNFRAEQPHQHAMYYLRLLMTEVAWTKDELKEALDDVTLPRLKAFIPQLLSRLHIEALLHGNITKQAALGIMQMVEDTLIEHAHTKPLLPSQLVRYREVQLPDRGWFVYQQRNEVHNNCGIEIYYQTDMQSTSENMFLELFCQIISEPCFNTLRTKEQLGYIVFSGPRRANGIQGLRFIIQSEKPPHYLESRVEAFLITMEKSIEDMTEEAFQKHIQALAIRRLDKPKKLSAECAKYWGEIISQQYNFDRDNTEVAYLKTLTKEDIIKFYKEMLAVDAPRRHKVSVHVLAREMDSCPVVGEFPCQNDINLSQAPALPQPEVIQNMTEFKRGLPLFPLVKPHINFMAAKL
IDE inh: human IDE inhibitors in live cells, primary screen, fluorescence polarization, HEK cells, FAbetaB substrate; Insulin-degrading enzyme (Homo sapiens), P14735; FAbetaB cleavage; inhibition, % at 5.59 µM; hit rate 0.41% among 320,000; AID 434962, 2010;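 active = percent inhibition above the average of all tested compounds plus 3 SD, set per screening campaign, cut at about 16% in these data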;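 note: IDE supplied by intact live HEK cells; FP after avidin binding of uncleaved biotin substrate so inhibition keeps polarization high; 0% = DMSO wells and 100% = 60 µM reference IDE inhibitor Ii1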
UBC9 SUMO inh: inhibitors of in vitro SUMOylation cascade, primary screen, biochemical, HTRF, uHTS; SUMO-conjugating enzyme UBC9 (Homo sapiens), P63279; HTRF SUMOylation assay, SAE1/SAE2 + UBC9; inhibition, % at 35 µM; hit rate 0.36% among 290,000; AID 2006, 2009; in the data active = inhibition above about 50%, passing the limit was not always enough; note: strong numbers were not always called active
* hit, by the source's call; x = no result given; & = joins results of further samples.

SMILES	IMP-1 inhibitor	VIM-2 inh	NS3 helicase inh	PfM18AAP inh	DNA FID counter	p-CIP stab down	IDE act	IDE inh	UBC9 SUMO inh
COCCCN1C(=O)C(=O)/C(=C(/O)c2ccccc2)C1c1ccc(N(C)C)cc1 (stereo not given)	-2.5	1.9	4.9	-2.2	-6.4	-3.5	0.9	0.7	19.0
Cn1c(=O)c2c(nc(Oc3ccc(-c4ccccc4)cc3)n2C)n(C)c1=O	-3.2	1.0	0.4	-16.5	4.0	-7.1	-1.0	1.0	19.9
COc1ccc(CN(C)CC2CCCN(CCc3ccc(F)cc3)C2)c(OC)c1OC (stereo not given)	-3.1	-2.8	-1.1	1.0	14.4	-9.0	-0.9	2.8	-2.5
COC(=O)Cc1c(C)c2ccc(OCC(=O)NC3CCS(=O)(=O)C3)cc2oc1=O (stereo not given)	-2.3	-0.8	1.5	1.0	-8.5	-4.1	7.9	-0.8	10.0
COc1ccccc1NC(=O)c1ccccc1S(=O)(=O)c1ccccc1[N+](=O)[O-]	-2.7	-2.9	6.6	-2.1	-21.9	-11.0	2.6	-4.7	2.7
COc1ccc2cc(C(=O)C3CCCN(C(=O)Cc4c(C)noc4C)C3)ccc2c1 (stereo not given)	-0.6	-0.1	0.0	-3.0	-36.4	-6.8	-1.3	-4.0	32.8
Cc1cccc(NC(=O)C(Cc2ccccc2)c2nn[nH]n2)c1C (stereo not given)	-3.1	-3.4	-10.4	-9.1	-5.3	-4.5	3.5	3.3	-1.2
CCc1ccc(N2CN(Cc3cccnc3)CNC2=S)cc1	-2.3	0.6	6.4	-3.2	-8.9	-18.0	8.5	-6.2	11.9
Cc1nnsc1C(=O)NNS(=O)(=O)c1ccccc1	1.2	-0.5	7.9	7.6	1.9	-8.1	-0.6	2.9	-4.1
O=C(CSCc1ccc(Br)cc1)N1CCOCC1	-1.1	-3.6	-1.3	2.1	-3.1	5.5	0.5	2.0	-4.7
CCc1[nH]nc(C(=O)NC2CCCc3c2cnn3-c2cc(C)cc(C)c2)c1C (stereo not given)	-2.6	-3.0	-7.2	1.3	-34.8	14.0	3.9	2.4	-30.0
COc1ccc(OCCC(=O)OCC(=O)c2ccc[nH]2)cc1	-1.7	-2.5	8.8	3.5	-5.4	14.3	3.3	7.1	3.5
CCc1c(C(=O)N/N=C/c2ccco2)nnn1-c1nonc1N	-1.4	-0.3	-0.2	-2.8	-11.3	5.4	1.6	-1.8	0.9
CCN(CC)S(=O)(=O)c1cc(NC(=O)C(C)Nc2ccccc2N2CCOCC2)ccc1C (stereo not given)	-3.8	-2.3	-4.6	3.0	-34.2	-7.9	3.1	-0.9	-12.6
CCC(C)(C)NC(=O)C(c1cccc(OC)c1OC)N(Cc1ccc(OC)cc1)C(=O)CCC(=O)Nc1cc(C)on1 (stereo not given)	-1.2	-4.7	-0.2	5.9	-50.3	-2.7	-2.0	3.7	12.3
COc1cc(NC(=O)c2csc(N)n2)cc(C(=O)Nc2cccc(C(F)(F)F)c2)c1	x	x	x	x	x	-11.3	-3.8	3.6	24.3
COc1cccc(N/C(C)=C/C(=O)c2ccc(Br)cc2)c1	-1.4	-0.2	3.9	2.9	3.9	4.8	-2.6	2.8	0.6
Cc1ccc(C2=NN(CCC(=O)NCCC(C)C)C(=O)CC2)cc1	-2.3	-1.5	6.2	-1.5	-31.1	1.4	x	1.9	2.0
COc1ccccc1CN1CC(C(=O)NCc2cnn(C)c2)CCC1=O (stereo not given)	-2.1	-4.6	0.4	2.7	-1.6	-14.7	4.5	0.0	8.8
COc1ccc(-c2nn3c(-c4ccc(F)cc4)nnc3s2)cc1	0.9	2.3	-12.5	-1.2	-2.5	-33.1	5.4	4.0	1.6
Cc1ccc2nc(SCc3nc4cc(Cl)ccc4c(=O)[nH]3)[nH]c2c1	-3.8	-1.4	7.6	-13.5	-0.2	4.0	-3.1	-3.2	-2.0
Cc1ccc(S(=O)(=O)CC(C)N2CCN(C3CCCCC3)CC2)cc1 (stereo not given)	-5.3	-4.0	6.2	-0.8	1.9	-13.2	-5.5	-3.0	-23.0
CCOC(=O)c1cc2c(=O)n3cccc(C)c3nc2n(CC2CCCO2)c1=NC(C)=O (stereo not given)	-2.7	-0.2	-0.1	-4.4	3.2	x	-0.1&-3.4	1.3	x
Cn1cnnc1SCC(=O)c1c[nH]c2ccccc12	-4.1	-1.6	4.1	3.0	-2.2	-1.5	-4.3	0.5	2.9
NC(N)=N/N=C/c1cc([N+](=O)[O-])ccc1O	-0.7	-2.9	-4.8	26.8	2.1	8.0	5.1	0.8	73.8

Entries listed so far that have an aryl methoxy group:
SMILES	IMP-1 inhibitor	VIM-2 inh	NS3 helicase inh	PfM18AAP inh	DNA FID counter	p-CIP stab down	IDE act	IDE inh	UBC9 SUMO inh
COc1ccc(CN(C)CC2CCCN(CCc3ccc(F)cc3)C2)c(OC)c1OC (stereo not given)	-3.1	-2.8	-1.1	1.0	14.4	-9.0	-0.9	2.8	-2.5
COc1ccccc1NC(=O)c1ccccc1S(=O)(=O)c1ccccc1[N+](=O)[O-]	-2.7	-2.9	6.6	-2.1	-21.9	-11.0	2.6	-4.7	2.7
COc1ccc2cc(C(=O)C3CCCN(C(=O)Cc4c(C)noc4C)C3)ccc2c1 (stereo not given)	-0.6	-0.1	0.0	-3.0	-36.4	-6.8	-1.3	-4.0	32.8
COc1ccc(OCCC(=O)OCC(=O)c2ccc[nH]2)cc1	-1.7	-2.5	8.8	3.5	-5.4	14.3	3.3	7.1	3.5
CCC(C)(C)NC(=O)C(c1cccc(OC)c1OC)N(Cc1ccc(OC)cc1)C(=O)CCC(=O)Nc1cc(C)on1 (stereo not given)	-1.2	-4.7	-0.2	5.9	-50.3	-2.7	-2.0	3.7	12.3
COc1cc(NC(=O)c2csc(N)n2)cc(C(=O)Nc2cccc(C(F)(F)F)c2)c1	x	x	x	x	x	-11.3	-3.8	3.6	24.3
COc1cccc(N/C(C)=C/C(=O)c2ccc(Br)cc2)c1	-1.4	-0.2	3.9	2.9	3.9	4.8	-2.6	2.8	0.6
COc1ccccc1CN1CC(C(=O)NCc2cnn(C)c2)CCC1=O (stereo not given)	-2.1	-4.6	0.4	2.7	-1.6	-14.7	4.5	0.0	8.8
COc1ccc(-c2nn3c(-c4ccc(F)cc4)nnc3s2)cc1	0.9	2.3	-12.5	-1.2	-2.5	-33.1	5.4	4.0	1.6

Next records follow:
SMILES	IMP-1 inhibitor	VIM-2 inh	NS3 helicase inh	PfM18AAP inh	DNA FID counter	p-CIP stab down	IDE act	IDE inh	UBC9 SUMO inh
O=C(COC(=O)c1cccc(NC(=O)c2ccco2)c1)c1ccc(Br)cc1	-2.8	-2.3	1.7	-6.9	-2.0	-3.5	-5.4	2.4	-28.3
COc1ccc(CN2CCCCC2C)c(C)c1C (stereo not given)	-2.8	-2.2	-2.0	4.1	0.5	-3.6	1.9	-1.2	-2.1
O=C(NCc1ccco1)c1csc2c1CCCC2	-2.6	-2.5	8.7	2.3	0.8	-3.5	x	8.8	2.8
C/C(=N/NC(=O)c1cc(-c2cccc([N+](=O)[O-])c2)n[nH]1)c1ccc(Cl)cc1	-4.2	-4.0	-1.8	-7.7	4.6	-3.8	0.1	2.1	0.8
O=S(=O)(NCCc1csc(-c2ccc(C(F)(F)F)cc2)n1)c1ccc2c(c1)OCCO2	-5.4	-5.5	-0.3	2.5	-12.2	7.5	4.6	-1.0	-5.2
COCC(C)N1CCC(Oc2cccc(C(=O)NCCc3ccccc3)c2)CC1 (stereo not given)	-1.1	-1.0	-8.0	-1.2	17.5	-10.9	7.5	-4.0	-7.5
CCOCCCN(C(=O)c1ccco1)C(C(=O)NC1CCCC1)c1cccc(OC)c1OC (stereo not given)	-1.8	-1.2	16.0	-8.0	-30.0	-9.7	5.7	x	2.6
CC1(C)NC(=O)N(CCCOc2ccc3c(c2)CCC3)C1=O	-4.0	0.8	-0.4	-5.1	-16.9	-9.9	-3.8	2.9	10.2
O=C(/C=C/Nc1ccc(S(=O)(=O)Nc2cnc3ccccc3n2)cc1)c1ccccc1	-2.8	-2.9	6.5	-3.5	1.0	-3.4	5.5	0.0	17.3
S=c1[nH]nc(-c2cc3c(s2)-c2ccccc2CC3)o1	-4.8	-4.7	10.3	2.5	-12.0	2.6	-0.3	1.8	36.8
CCOC(=O)C1=C(C)NC(=O)C(C(N)=O)C1c1ccccc1 (stereo not given)	3.8	0.5	-6.8	-15.9	0.6	-19.3	0.2	2.6	23.4
CCCCn1c(N)c(N(CC)C(=O)c2cccc(C)c2)c(=O)[nH]c1=O	-4.1	-2.0	9.3	2.3	-13.0	-7.9	-0.1	-1.1	6.3
CCN(C(=O)CN1C(=O)S/C(=C\c2cccc(Cl)c2)C1=O)C1CCS(=O)(=O)C1 (stereo not given)	-4.0	-1.6	-0.9	1.6	-38.6	6.7	2.5	7.5	3.1
COc1ccc(OC)c(NC(=O)CNC(=O)Cn2c(C)cc3ccccc3c2=O)c1	-3.0	-3.1	4.4	2.6	-13.0	-7.3	-0.8	1.2	25.1
O=C(N/N=C/c1cccnc1)NC12CC3CC(CC(C3)C1)C2	-0.3	0.6	0.0	-1.6	-32.2	11.4	3.5	3.6	14.2
Cc1ccc(NC(=O)N2CCC(C(N)=O)CC2)cc1	-1.2	-2.7	0.9	-0.8	-3.3	-3.6	-3.2	5.0	15.8
O=C(Nc1ccccc1Oc1ccccc1)C1CCCC1	-0.8	-2.0	7.3	3.9	-10.4	-10.3	-1.8	5.4	6.5
CC1CCN(CCCNC(=O)c2nn(C)c3c2CS(=O)(=O)c2ccccc2-3)CC1	-0.7	-0.6	2.3	-1.6	3.9	3.6	4.1	1.8	-2.7
Cc1cc(N2CCCCC2)nc(NCc2ccccc2)n1	-2.9	0.4	-26.9	-3.3	14.0	-4.7	4.1	-1.1	4.2
CCCCc1ccc(-c2ccc(C)cc2O)nc1	-2.7	-3.1	5.1	2.9	-2.4	5.3	-9.0	7.9	14.4
COc1ccc(/C=C/c2noc(-c3ccccc3OC(C)=O)n2)cc1	-3.5	-3.4	-3.9	1.3	-23.4	-4.9	3.0	1.8	-11.0
